N370S GC mod = inhibits or activates N370S mutant glucocerebrosidase. N370S GC spleen homogenate, 4MU-glucoside fluorescence. Potency, µM (top dose mostly 59.4 µM), inactives show top-dose activity change, negative = inhibition, actives largely listed as inhibitors. AID 2101. 0.092% of 330,000 active. P04062;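 also: 0% = full enzyme activity and -100% = no enzyme basal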
TDP1 inh = TDP1 (human) enzyme inhibition. 0.28% of 350,000 active. Q9NUW8. recombinant TDP1, AlphaScreen DNA substrate cleavage. Potency, µM (titrated, usually from 130 µM), without a hit: top-dose activity change, negative = inhibition, usual class: inhibitors; also: nearly all actives have a fitted effect of over 40% in size
Target sequence (Q9NUW8 whole entry, looked up): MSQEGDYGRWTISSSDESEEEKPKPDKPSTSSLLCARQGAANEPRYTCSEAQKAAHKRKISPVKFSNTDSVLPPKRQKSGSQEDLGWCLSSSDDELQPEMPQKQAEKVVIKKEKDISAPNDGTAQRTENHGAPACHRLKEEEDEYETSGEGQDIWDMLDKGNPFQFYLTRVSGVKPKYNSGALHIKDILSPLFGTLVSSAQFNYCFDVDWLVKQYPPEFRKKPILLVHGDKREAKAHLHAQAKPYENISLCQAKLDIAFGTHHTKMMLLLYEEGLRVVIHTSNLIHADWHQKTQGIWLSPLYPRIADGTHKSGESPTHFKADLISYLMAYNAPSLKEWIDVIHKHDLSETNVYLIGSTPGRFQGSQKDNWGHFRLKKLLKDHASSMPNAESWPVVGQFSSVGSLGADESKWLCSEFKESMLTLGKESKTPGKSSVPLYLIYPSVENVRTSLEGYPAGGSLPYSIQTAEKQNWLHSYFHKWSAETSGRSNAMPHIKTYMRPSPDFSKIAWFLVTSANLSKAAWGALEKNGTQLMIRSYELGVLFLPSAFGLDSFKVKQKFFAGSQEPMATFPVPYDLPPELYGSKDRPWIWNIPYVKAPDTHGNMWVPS
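Enzyme-compound mixtures sat 15 min at room temperature, followed by a 5 min reaction with 15 nM final substrate and 10 min with AlphaScreen beads. Recombinant human Tdp1 was used at 1 nM final.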
TDP1 cell noCPT = qHTS for Inhibitors of human tyrosyl-DNA phosphodiesterase 1 (TDP1): qHTS in cells in absence of CPT; DT40 Tdp1-/- hTDP1 cells, no CPT, ATP luminescence, 48 h; Potency, µM (titrated, usually from 46.2 µM), for inactives: at the top dose activity change, negative = growth inhibition, actives largely listed as inhibitors; 15% of 420,000 active; also: nearly all actives have a fitted effect of over 55% in size
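Camptothecin absent (DMSO only). Human TDP1-complemented DT40 knockout cells, 400 cells/well, 37 °C for minimum 48 hr; ATP measured via CellTiter-Glo, 30 min dark incubation, luminescence.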
* marks the source's active call; other numbers are inactive results; ? = inconclusive; · = no result given; & = joins results of further samples; ! = not confirmed by another sample; [ ] = remark or other dose. Calls follow the shape of the dose curve; as a rule, active = well fitted curve in the direction sought with a large enough effect; inconclusive = small, poorly fitted or top-dose-only effect, or another doubt; inactive = no such curve, though single readings can be large; an effect the other way counts as inactive or inconclusive. Unless noted, % is scaled to controls: 0 for no effect and ±100 for the full control effect; potency is read from the fitted curve at half-maximal effect.

SMILES | N370S GC mod | TDP1 inh | TDP1 cell noCPT
CC12C=CC3(O1)C(C(=O)N(c1cccnc1)C3C(=O)NC1CCCCC1)C2C(=O)Nc1ccccc1 (stereo not given) | 1% | 0% | -5%
CSc1nc(O)c(C(c2cccc([N+](=O)[O-])c2)c2c(O)nc(SC)[nH]c2=O)c(=O)[nH]1 | -4% | 0% | 13%
COc1ccccc1CNC(=O)Cn1cccc1C(=O)c1ccccc1 | -5% | 0% | 21%
Cc1ccc2nc(N(CCN(C)C)C(=O)C3=COCCO3)sc2c1 | -8% | 2% | 14%
CCOc1ccc(S(=O)(=O)NC(C)(C)C)cc1-c1nc2c(C(C)(C)C)nn(C)c2c(=O)[nH]1 | ? | 1% | ?
Cc1cccc(NC(=O)CNC(=O)COC(=O)c2ccco2)c1C | · | 0% | 5%
Cc1cc(C)nc(NS(=O)(=O)c2ccc(N3C(=O)C4CCCCC4C3=O)cc2)n1 (stereo not given) | 3% | · | 16%
CC(C)(C)NC(=O)C(=O)NNC(=O)c1cccc(Br)c1 | 1% | 5% | 0%
O=C(C[C@@H]1C/C=C\C[C@@H](NC(=O)OCC2c3ccccc3-c3ccccc32)C(=O)OCCNC1=O)N[C@@H](CO)Cc1ccccc1 | · | 1% | 8.2µM*
COc1ccc(-c2nc3cnc(Nc4cccc(OC)c4)nc3n(Cc3cccs3)c2=O)cc1 | -3% | · | 20%
O=C(COc1ccc(Br)cc1)NCCCn1ccnc1 | -10% | 1% | 9%
COc1ccccc1-c1cc(-c2ccc(O)cc2)nc(N)c1C#N | -20% | · | ?
Cn1c(=O)[nH]c(=O)c2c1nc(N1CCN(Cc3ccccc3)CC1)n2CCCc1ccccc1 | ? | 8% | 16µM*
O=C(CC(CC(=O)c1ccc(Br)cc1)c1cccnc1)c1ccc(Br)cc1 | -8% | · | 15µM*
O=C(CN(CC1CCCO1)C(=O)CNS(=O)(=O)c1ccccc1)NCc1ccccc1 (stereo not given) | 5% | 5% | -29%
C=CC[C@H](CC(=O)NCCO)C(=O)NCCOC(=O)[C@@H](CC=C)Cc1ccc(F)cc1 | · | 0% | -12%
O=S(=O)(c1cccc(-c2nnc(SCc3nc4ccccc4s3)o2)c1)N1CCOCC1 | -2% | 6% | ?
COc1ccc(Cl)cc1/C=C(\C#N)C(N)=O | 7% | 3% | ?
O=C(CNC(=O)[C@@H]1Cc2ccccc2CN1)NCc1ccco1 | 0% | 4% | 10%
COc1cccc(-n2c(COc3ccc(C)cc3)nnc2SCC(=O)O)c1 | 4% | 7% | 13%
O=C(Nc1ccc2c(c1)OCCO2)c1cc(-c2ccccc2)nc2ccccc12 | 3% | 4% | 23µM*
O=c1[nH]nc(-c2ccccc2)c2ccccc12 | 23% | -2% | -11%
Nc1nc(SCC(=O)N2CCCc3ccccc32)n(-c2ccccc2)n1 | 7% | 3% | -19%
CCOC(=O)C1=C(C)NC(C)=C(C(=O)OCC)C1C(=O)OCC(=O)N1CCC(C)CC1 | -1% | 1%&2% | -14%&-6%
COc1ccc(C2=NCCn3nc4cc(C(F)(F)F)ccc4c32)cc1 | -26% | 0% | -10%
Continuation:
SMILES | N370S GC mod | TDP1 inh | TDP1 cell noCPT
O=C(Nc1nnc(-c2ccc(F)cc2)s1)c1c(F)cccc1Cl | -9% | · | -13%
COc1ccccc1-c1cncnc1NCCc1cnc[nH]1 | -1% | 10%[56.1 µM] | ?
Cn1cnc(NCc2ccccc2)c1[N+](=O)[O-] | 3% | · | -4%
O=C(O)c1cccc(C(=O)Nc2cccc(NC(=O)C3CCCO3)c2)c1 (stereo not given) | 5% | -11% | 2%
O=C(O)CCCCCNC(=O)c1ccccc1 | -12% | 5% | -16%
COCc1cc(C)nc2sc(C(=O)Nc3ccccc3F)c(N)c12 | 0% | · | ?
CC(C)CC(NC(N)=O)C(=O)NCCc1ccc(Cl)cc1 (stereo not given) | -2% | 2% | -1%
Cc1cccc(C(=O)NC(=S)NCc2cccnc2)c1 | -4% | 0% | -1%
COCCNc1nnnc2c1sc1nc(N3CCOCC3)c3c(c12)CCCC3 | -1% | -2% | ·
O=C(CSC1=NCCN1)NC(c1ccccc1)c1ccccc1 | 3% | 3% | 21µM*
COc1ccc(N(CC(=O)NCCc2ccc(C)cc2)S(=O)(=O)c2c(C)nn(C)c2C)cc1 | · | 0% | ?
O=C(NCc1cccs1)c1ccc(CS(=O)(=O)c2ccc(Cl)cc2)o1 | -8% | 7% | ?
CCOc1ccc(NC(=O)CCc2c(C)nc3cc(-c4ccccc4OC)nn3c2C)cc1 | · | -6% | ?
COC(=O)C1CCN(Cc2nnc(-c3ccccc3)o2)CC1 | -6% | · | -13%
Cc1ccc(NC(=O)CN(C)C(=O)c2n[nH]c(=O)c3ccccc23)cc1 | -4% | 1% | -2%
NS(=O)(=O)c1ccc(CCNC(=O)CSc2ccc3ccccc3c2)cc1 | -2% | -2% | ?
CCc1nnc(NC(=O)c2nc(S(=O)(=O)Cc3cccc(C)c3)ncc2Cl)s1 | -1% | 2%&2% | 5.2µM*!
CCOC(=O)N1CCN(C(=O)CCl)CC1 | -16% | -13% | ?
CC(=O)Oc1ccc(/C(C)=N\N2CCN(Cc3ccc(Cl)cc3)CC2)cc1 | 3% | · | -8%
COc1ccc(Oc2ncc3nc(-c4cccs4)c(=O)n(-c4ccccc4)c3n2)cc1 | 10% | · | -11%
CN(CCOc1ccc(Cl)cc1)CC(O)c1ccccc1 (stereo not given) | -25% | · | ?
N#Cc1ccccc1CN1C(=O)NC2(CCCCCC2)C1=O | -4% | · | -1%
Cc1ccc2nc(-c3ccco3)c(Nc3ccccc3)n2c1 | -12% | 1%&3% | ?
CC(C)CN(C(=O)COC(=O)C1CC1)c1c(N)n(Cc2ccccc2)c(=O)[nH]c1=O | 1% | · | -5%
O=C(CCNC(=O)c1ccc(Br)cc1)Nc1cccc(S(=O)(=O)N2CCCCCC2)c1 | -2% | 2% | ?
Additional results follow:
SMILES | N370S GC mod | TDP1 inh | TDP1 cell noCPT
CCc1ccc(C(=O)CSc2nc(N)cc(=O)[nH]2)cc1 | -5% | · | ?
OC(COCc1ccc2c(c1)OCO2)CN1CCCCC1 (stereo not given) | 4% | 8% | -21%
CN(Cc1ccccc1)S(=O)(=O)c1cccc(C(=O)O)c1 | 6% | 5% | -5%
CC(C)C(=O)Nc1cccc(-c2cnc3ccccc3n2)c1 | 2% | 2% | -24%
CCc1ccc(NC(=O)N(C2CCC(C)CC2)C2CCN(C(C)=O)CC2)cc1 (stereo not given) | 3% | 3% | -2%
Cc1ccccc1CC(=O)NC1CCCCCC1 | -27% | · | 4%
Cc1nnc(SCC(=O)N2CCN(c3ccccc3)CC2)n(N)c1=O | 7% | 2% | -7%
Cc1ccccc1CC1(CO)CCCN(C(=O)CCN2CCCO2)C1 (stereo not given) | -14% | 3% | -2%
CC(=O)Nc1ccc(NC(=O)C(C)OC(=O)CCc2c[nH]c3ccccc23)cc1 (stereo not given) | -9% | · | -28%
CCCn1nnnc1SCC(=O)NCc1ccc(OC)cc1 | 3% | 7% | 1%
CCOc1cccc(C2C(C#N)=C(N)Oc3cc(C)oc(=O)c32)c1OCC (stereo not given) | 6% | 2% | 4%
CNC(=S)N/N=C(\C)c1ccc(Cl)s1 | 20% | -5% | 4.6µM*
CCOC(=O)c1[nH]c2c(c1Cc1ccccc1OC)C(=O)CC(c1ccc(OC)cc1)C2 (stereo not given) | · | 5% | 23µM*
CCOC(=O)N1CCN(C(=O)COc2ccccc2Cl)CC1 | -4% | 1% | 6%
C=CCn1c(SCc2csc(C)n2)nc2sc3c(c2c1=O)CCCC3 | 15% | 0% | ?
O=c1[nH]c2ccsc2c(=O)n1-c1ccc(F)c(Cl)c1 | 8% | 7% | -3%
CN(CC(=O)N1CCc2ccccc21)S(=O)(=O)c1ccc(Br)s1 | 19% | 0% | -48%
Cc1nnc(N2CCN(C(=O)Nc3cc(F)ccc3F)CC2)c2nn(-c3ccc(Cl)cc3)c(C)c12 | · | 5% | 21µM*
CCOC(=O)N1CCN(C(=O)c2cn(CC)c3ccc(S(=O)(=O)N4CC(C)CC(C)C4)cc3c2=O)CC1 (stereo not given) | 6% | -11% | -1%
CCOC(=O)C1CCN(Cc2cc(C(C)C)c(O)c(C(C)C)c2)CC1 | -12% | 1% | 9.2µM*
COc1ccccc1CNc1ncnc2ccc(-c3ccoc3)cc12 | 7% | · | ?
CC(=O)c1cccc(NS(=O)(=O)c2cc3c(cc2C)NC(=O)CO3)c1 | -18% | 2% | -3%
COc1ccc(NC(=O)c2nnn(-c3ccc(C(C)C)cc3)c2C)c(OC)c1 | · | 11% | ?
COc1ccccc1/C=C1\Oc2cc(OC(=O)N3CCOCC3)ccc2C1=O | -1% | 3% | 23µM*
CCOC(=O)c1ccc(NC(=O)C2CC(O)CN2S(=O)(=O)c2ccc(C)cc2)cc1 (stereo not given) | · | 0% | ?
More compounds:
SMILES | N370S GC mod | TDP1 inh | TDP1 cell noCPT
CCCCOc1ccc(C2/C(=C(/O)c3ccc4c(c3)CC(C)O4)C(=O)C(=O)N2CCCN2CCOCC2)cc1OC (stereo not given) | -19% | 7%[56.1 µM] | ?
O=C(COC(=O)c1cc2c(s1)CCCC2)Nc1ccc(Cl)cn1 | 3% | 1% | 14%
CCOC(=O)/C(C#N)=C/c1ccc(SC)cc1 | 4% | 9% | 9%
COc1cc(NC(=O)Cn2c(=O)ccc3cc(S(=O)(=O)N4CCCC4)ccc32)cc(OC)c1 | · | 1% | 15µM*
Cc1ccc(C)c(NC(=O)Cn2cc(C(=O)c3ccc(Cl)cc3)c(=O)c3ccc(C)nc32)c1 | · | -1% | -3%
COC(=O)c1[nH]c2cccc(OC)c2c1NC(=O)CCN1CCC(C)CC1 | -8% | -6% | ?
Cc1ccccc1OCC(=O)NNC(=O)CCc1ccccc1 | -16% | 0% | -3%
Cc1cc(C)cc(C(=O)Nc2ccc(-c3nc4ncccc4o3)cc2)c1 | · | 4% | ?
Nc1ncnc(NC2CCS(=O)(=O)C2)c1[N+](=O)[O-] (stereo not given) | 0% | 0% | ?
COC(=O)c1nnn(-c2ccc(F)c(Cl)c2)c1C(=O)OC | -5% | 0% | -1%
CCOC(=O)c1c(NC(C)=O)c2c3c(sc2n1Cc1nc(-c2ccccc2Cl)oc1C)CCCC3 | · | -2% | ?
CN1C(=O)CSC1=Nc1cccc(Cl)c1 | -15% | · | 11%
Cc1cc(NC(=O)c2cnn(-c3ccccc3)c2-n2cccc2)ccc1Br | · | 5% | ?
CC(=O)N1CCC2(CC1)CN(Cc1cc(C(F)(F)F)cc(C(F)(F)F)c1)C2 | -8% | · | -16%
O=C(Nc1ccc2c(c1)CN(Cc1ccco1)CC2)C1CCCO1 (stereo not given) | -8% | 3% | -23%
Cc1cc(C(=O)COc2ccc3ccc(=O)oc3c2)c(C)n1C | ? | 0% | ?
CC(Sc1ncc(C(F)(F)F)cc1Cl)C(=O)NCC1CCCO1 (stereo not given) | 5% | 8% | -11%
CC(NC(=O)CC1Sc2ccccc2NC1=O)c1ccccc1 (stereo not given) | 3% | -3% | -20%
Cc1c2cnn(CC(=O)N3CCCCC3)c(=O)c2c(C)n1Cc1ccc(F)cc1 | · | 0% | ?
O=C(CNc1ccc2ccccc2c1)N/N=C/c1ccc(OC(=O)/C=C/c2ccco2)cc1 | -6% | 6% | ?
NC(=O)/C(=N\O)c1ccccc1 | -7% | 0% | -4%
Cc1onc(-c2ccccc2Cl)c1C(=O)N1C=CC(C(F)(F)F)=NCC1 | 24% | 1% | -1%
Cc1nc2ccc(S(=O)(=O)NCC(=O)NCc3ccc(Cl)cc3)cc2s1 | -7% | 1%&-3% | ?
Cc1ccccc1OCC(=O)NCCNC(=O)c1ccccn1 | 1% | 6%[0.0935 µM] | -17%

Entries above containing two or more sulfur atoms (nine):
SMILES | N370S GC mod | TDP1 inh | TDP1 cell noCPT
CSc1nc(O)c(C(c2cccc([N+](=O)[O-])c2)c2c(O)nc(SC)[nH]c2=O)c(=O)[nH]1 | -4% | 0% | 13%
O=S(=O)(c1cccc(-c2nnc(SCc3nc4ccccc4s3)o2)c1)N1CCOCC1 | -2% | 6% | ?
O=C(NCc1cccs1)c1ccc(CS(=O)(=O)c2ccc(Cl)cc2)o1 | -8% | 7% | ?
NS(=O)(=O)c1ccc(CCNC(=O)CSc2ccc3ccccc3c2)cc1 | -2% | -2% | ?
CCc1nnc(NC(=O)c2nc(S(=O)(=O)Cc3cccc(C)c3)ncc2Cl)s1 | -1% | 2%&2% | 5.2µM*!
CNC(=S)N/N=C(\C)c1ccc(Cl)s1 | 20% | -5% | 4.6µM*
C=CCn1c(SCc2csc(C)n2)nc2sc3c(c2c1=O)CCCC3 | 15% | 0% | ?
CN(CC(=O)N1CCc2ccccc21)S(=O)(=O)c1ccc(Br)s1 | 19% | 0% | -48%
Cc1nc2ccc(S(=O)(=O)NCC(=O)NCc3ccc(Cl)cc3)cc2s1 | -7% | 1%&-3% | ?

Only part of the results is shown, so the mix of outcomes need not match the whole.
